p53ts 32C tox: kills p53ts cells at the permissive temperature | H1299-p53A138V at 32C, ATP luminescence viability, 24 h | Potency, µM (highest dose often 46.1 µM), inactives show top-dose activity change, negative = cytotoxicity, actives largely listed as cytotoxic | hit rate 0.93% among 130,000;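 also: 0% = DMSO and -100% = full killing by reference compound; nearly all actives have a fitted effect of over 55% in size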
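Cells: H1299 p53ts (A138V), 600/well, pre-incubated 16–30 h at 37C. Cpd up to 46 uM, 24 h, 32C. Readout: ATPlite luminescence, 20 min RT. Normalization: DMSO vs tamoxifen 100 uM. AC50 by Hill equation.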
IkB signaling: IkB pathway inhibition in ABC-DLBCL cells; ABC-DLBCL IkBa-CBG/CBR dual luciferase ratio, 4 h; response scale: scaled: untreated 0%, proteasome inhibitor 100%; Potency, µM (titrated, usually from 57.1 µM), for inactives: at the highest dose IkBa stabilization activation; hit rate 0.04% among 110,000; AID 445; active = well fitted curve in the direction sought with a large enough effect in the signal ratio, not every such curve was filed as active; inconclusive = small, poorly fitted or top-dose-only effect, or a change in a side signal; the % refers to the signal ratio;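 also: the direction sought is a rising ratio; 0% = basal untreated cells and 100% = reference inhibitor full response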
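Luminescence ratio of IκBα-fused green versus native red beetle luciferase in OCI-Ly3 cells, 4 h post-doxycycline with compound; red signal alone, scaled from basal (0%) to zero light (-100%), flagged nonspecific or cytotoxic effects.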
p53ts 39C tox: cytotoxicity in p53ts cells at nonpermissive temperature. H1299-p53A138V viability at 39C, ATP luminescence, 24 h. Potency, µM (top dose mostly 46.1 µM), for the others: at the top dose activity change, negative = cell killing, most hits filed as cytotoxic. hit rate 1.5% among 130,000. AID 902; also: nearly all actives have a fitted effect of over 55% in size
Peg3 imprint: genomic imprint erasure induction; hit rate 0.02% among 110,000; mouse ES Peg3-LacZ reporter, beta-gal luminescence, 40 h; Potency, µM (highest dose often 60.7 µM), without a hit: top-dose activity change, positive = activation, usual class: activators;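 also: 0% = negative control wells on the plate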
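Each well holds 300 Peg3LacZ-Neo (maternal) female ES cells incubated 40 h at 37C, 5% CO2. LacZ is measured by BetaGlo luminescence, with AC50 and maximum efficacy derived from dose-response curves.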
Active calls of the source: *; u = inconclusive; x = not tested or not shown; & = joins results of further samples; [ ] = remark or other dose. Unless noted, calls follow the shape of the dose curve; as a rule, active = well fitted curve in the direction sought with a large enough effect; inconclusive = small, poorly fitted or top-dose-only effect, or another doubt; inactive = no such curve, though single readings can be large; an effect the other way counts as inactive or inconclusive. Unless noted, % is scaled to controls: 0 for no effect and ±100 for the full control effect; potency is read from the fitted curve at half-maximal effect.

Results follow in this order: p53ts 32C tox | IkB signaling | p53ts 39C tox | Peg3 imprint
COCCN(CC(=O)Nc1cccc(C)c1)S(=O)(=O)c1ccc(S(=O)(=O)N2CCCC2)cc1
  5% | 0.5% | -4% | -4%
Cc1nnc2n(-c3ccc(Cl)cc3)c(=O)c3c4c(sc3n12)CN(C)CC4
  -2% | x | 0% | x
COc1ccc(-c2cc(C(=O)Nc3c(C)n(C)n(-c4ccccc4)c3=O)no2)cc1
  9% | u | -7% | -5%[10.9 µM]
Nc1nnc(CCOc2ccc(Cl)cc2)s1
  -3% | x | 2% | x
CCOc1cccc2c1N[C@@H](c1ccc(C(=O)O)cc1)[C@H]1CC=C[C@@H]21
  2% | u | 4% | 2%[10.9 µM]
Cc1cc(C)c(S(=O)(=O)N2CCN(c3nc4c(c(=O)n(C)c(=O)n4C)n3C)CC2)c(C)c1
  -6% | 0.0% | -2% | -2%
CCC1=C2CC[C@H]3C(=O)N(C)C(=O)[C@H]3[C@H]2[C@@]2(C)C(=NCc3ccccc3)OC(=O)N2C1=O
  -4% | x | -2% | -4%
CCOC(=O)c1ncn2c1CN(C)C(=O)c1cc(F)ccc1-2
  -12% | 0.1%&-2.2% | 7% | -6%&-1%&-14%
CCOC(=O)c1cc(-c2ccc(OC)cc2)n(CCC(=O)Nc2nc3ccc(OCC)cc3s2)c1C
  5% | 0.0% | 2% | -15%[10.9 µM]
CCc1ccc(OCC(=O)NC(Cc2c[nH]c3ccccc23)C(=O)O)cc1 (stereo unspecified)
  2% | u | -6% | -6%[10.9 µM]

Entries of single compounds, quoted from the list. Screens in order: p53ts 32C tox	IkB signaling	p53ts 39C tox	Peg3 imprint
Nc1nnc(CCOc2ccc(Cl)cc2)s1 as listed: -3%	x	2%	x
CCOc1cccc2c1N[C@@H](c1ccc(C(=O)O)cc1)[C@H]1CC=C[C@@H]21 as listed: 2%	u	4%	2%[10.9 µM]
Cc1nnc2n(-c3ccc(Cl)cc3)c(=O)c3c4c(sc3n12)CN(C)CC4 as listed: -2%	x	0%	x
CCOC(=O)c1ncn2c1CN(C)C(=O)c1cc(F)ccc1-2 as listed: -12%	0.1%&-2.2%	7%	-6%&-1%&-14%
Cc1cc(C)c(S(=O)(=O)N2CCN(c3nc4c(c(=O)n(C)c(=O)n4C)n3C)CC2)c(C)c1 as listed: -6%	0.0%	-2%	-2%

Continuation:
Results follow in this order: p53ts 32C tox | IkB signaling | p53ts 39C tox | Peg3 imprint
Cc1ccc(CNC(=O)CCS(=O)(=O)c2cc3c4c(c2)CCN4C(=O)CC3)cc1
  2% | -1.7% | 6% | 5%[10.9 µM]
Cc1nc2ccccn2c1/C(O)=C1\C(=O)C(=O)N(CCN2CCOCC2)C1c1cccs1 (stereo unspecified)
  3% | -1.6% | 9% | -17%
O=C(Oc1ccc(-c2ccccc2)cc1)N1CCCCC1
  -3% | 5.5% | -17% | -35%[inhibitor]
CCN1CCN(C(c2cccs2)C(C)NC(=O)c2cccc(OC)c2OC)CC1 (stereo unspecified)
  -2% | -0.3% | -5% | -1%
CCN(Cc1nc2ccccc2c(=O)[nH]1)Cc1cc(=O)oc2cc(C)c(C)cc12
  8% | u | -11% | -8%
N/C(COc1ccc(C(=O)O)cc1)=N\O
  1% | 0.7% | 9% | -9%
O=C(Nc1c(C(=O)c2ccccc2)oc2ccccc12)c1cc(=O)c2ccccc2o1
  13% | -1.5% | 6% | -36%[inhibitor][10.9 µM]
Cc1noc(C)c1S(=O)(=O)N(C)CC(=O)NCc1ccccc1
  -2% | -1.0% | -5% | -9%
CCc1ccc(OCC(=O)N(Cc2cccs2)c2ccc(Cl)cc2)cc1
  1% | u | 6% | -11%[10.9 µM]
Cc1cccc(OCCCSc2nc(-c3ccc(C(C)(C)C)cc3)nc3cc(=O)[nH]n23)c1C
  u | 1.4% | u | -2%[10.9 µM]

Continuation:
Results follow in this order: p53ts 32C tox | IkB signaling | p53ts 39C tox | Peg3 imprint
COc1ccccc1CNc1ccc(-c2nc(C)no2)cc1[N+](=O)[O-]
  4% | u | 1% | -20%[10.9 µM]
O=S(=O)(c1ccc(Cl)cc1)c1ccccn1
  -12% | 0.6% | 12% | -7%
C=CCOC(=O)C1=C(C)NC(C)=C(C(=O)OCC=C)C1c1ccc(O)cc1
  32%[activator] | -2.7% | 0% | -6%
COc1ccccc1N1CCN(Cc2ccc(OC)c3ccccc23)CC1
  -13% | u | -7% | -8%
COc1cc(S(=O)(=O)N2CCN(C(=O)c3ccccc3F)CC2)c(OC)cc1NC(C)=O
  -16% | 0.5% | 3% | -9%
O=C(CSc1n[nH]c(-c2ccco2)n1)N1c2ccccc2Sc2ccccc21
  -1% | -0.7% | 7% | -18%
CCOc1ccc(NC(=O)CSC2=Nc3ccccc3C3=NC(CCC(=O)NCc4ccco4)C(=O)N23)cc1 (stereo unspecified)
  18% | -0.9% | -5% | -14%[10.9 µM]
COc1cccc(CN(C(=O)c2oc3ccccc3c2C)C2CCS(=O)(=O)C2)c1 (stereo unspecified)
  14% | -1.6% | 6% | -7%[10.9 µM]
CCn1c(SCC(=O)Nc2ccc3c(c2)OCCO3)nnc1-c1ccccn1
  -22% | -2.1% | u | -10%
Cc1oc(-c2ccccc2F)nc1CS(=O)(=O)CC(=O)N1CCCCCC1
  6% | 2.4% | 2% | -17%

(continued)
Results follow in this order: p53ts 32C tox | IkB signaling | p53ts 39C tox | Peg3 imprint
CC(NCCc1ccc(O)cc1)C(O)c1ccc(O)cc1 (stereo unspecified)
  1% | x | -4% | u
COc1cc(C(=O)Oc2cc(C)cc(C)c2)cc(OC)c1OC
  12% | x | 12% | x
CCOC(=O)C1CCN(c2ncnc3c2c(-c2ccccc2)cn3-c2cccc(C)c2)CC1
  11% | u | -5% | -12%[10.9 µM]
C=CCn1c(SCC(=O)NCc2ccc3c(c2)OCO3)nnc1C1CCCCC1
  7% | 0.6% | 1% | -15%
CC1=NNC(=O)C1CCC(=O)N/N=C/C=C/c1ccccc1 (stereo unspecified)
  -8% | x | 1% | x
CSc1nnc(-c2ccccc2)c(=O)[nH]1
  -6% | u | -5% | -28%
O=C(CNS(=O)(=O)c1ccc(Br)s1)N1CCN(c2ncccn2)CC1
  -2% | -1.2% | 5% | -14%
Cc1cc(C)c(C#N)c(N2CCCC(C(N)=O)C2)n1 (stereo unspecified)
  8% | 0.6% | -1% | 2%
O=C(c1cnn2c(C(F)F)cc(-c3ccccc3)nc12)N1CCN2CCCC2C1 (stereo unspecified)
  -1% | -2.5% | 12% | -24%
CN1CCN(c2ncc3nc(-c4cccc(C#N)c4)c(=O)n(C)c3n2)CC1
  -1% | -1.4%[11.4 µM] | -5% | -17%

(list continues)
Results follow in this order: p53ts 32C tox | IkB signaling | p53ts 39C tox | Peg3 imprint
COc1cccc(CNC(=O)c2cnc3c(-c4ccc(F)cc4)c(C)nn3c2C)c1
  1% | -0.5% | u | -5%[10.9 µM]
COC(=O)c1ccc(NC(=O)CC2C(=O)N(c3ccc(F)cc3)C(=O)N2Cc2ccc(OC)cc2)cc1 (stereo unspecified)
  9% | 2.8% | -4% | -5%[10.9 µM]
CCCCN(C)CCNC(=O)c1cc(-c2cccnc2)nc2ccc(S(=O)(=O)N3CCC(C)CC3)cc12
  -7% | u | 28% | -19%[10.9 µM]
Cc1cc(C)nc(NS(=O)(=O)c2ccc(NC(=O)COc3ccc(C(C)(C)C)cc3)cc2)n1
  -9% | u | -24% | -7%[10.9 µM]
O=C(Nc1ccccc1)N1CCC2(CCNCC2)CC1
  -4% | -1.8%[11.4 µM] | -1% | x
Cc1cc(C)c(NC(=O)CN2C(=O)NC3(CCCCC3)C2=O)c(Cl)c1
  -9% | 1.0% | -10% | -14%
CCOC(=O)c1c(NCc2ccc3c(c2)OCO3)c2ccccc2[nH]c1=O
  4% | 0.2% | 6% | -28%
CCOc1ccc(CNC(=O)C2=Cc3cccc(OC)c3OC2)cc1
  -6% | u | -7% | 8%[10.9 µM]
CC(=O)c1c(C)nn(C(=O)c2cccs2)c1C
  -4% | -0.5% | 5% | 5%
Cc1cc(C)n(S(=O)(=O)c2cc(Cl)ccc2Cl)n1
  9% | 2.2% | -7% | -13%

Continuation:
Results follow in this order: p53ts 32C tox | IkB signaling | p53ts 39C tox | Peg3 imprint
Cc1c(Cl)ccc2c1NC(=O)[C@]21[C@@H]2C(=O)N(Cc3ccccc3)C(=O)[C@@H]2[C@@H]2CCCN21
  32%[activator] | u | 13% | -15%
CN(C)c1ccc(C(CNC(=O)c2ccccc2Cl)N2CCCC2)cc1 (stereo unspecified)
  1% | u | 8% | -10%[10.9 µM]
C=C(C)C1CC=C(C)/C(=N/NC(=O)COc2cccc(C)c2)C1 (stereo unspecified)
  2% | x | 22% | x
CC(C)CN(C(=O)COC(=O)CCc1c[nH]c2ccccc12)C1CCS(=O)(=O)C1 (stereo unspecified)
  7% | 1.1% | 7% | 1%
CCc1c(C)c(C#N)c2nc3ccccc3n2c1Nc1c(C)n(C)n(-c2ccccc2)c1=O
  6% | 0.4% | 13% | 5%
COc1ccc(C(C(=O)NC2CCCC2)N(C(=O)c2ccco2)c2ccc(OC)c(OC)c2)cc1 (stereo unspecified)
  2% | x | 12% | x
CC(C)CCNC(=O)CN(C(=O)Cn1nnc(-c2ccc(F)cc2)n1)C1CCCC1
  0% | 0.1% | -4% | -10%
Cc1ccc2cc(C)c(N3CCN(c4ccccn4)CC3)nc2c1
  -17% | u | -8% | -12%
Cc1nccn1-c1ncnc2sc3c(c12)CCCC3
  1% | 0.6% | -2% | -7%
O=C(O)c1ccc(Cn2cc(Cl)cn2)cc1
  0% | -0.6% | 10% | -31%[inhibitor]

Later entries
Results follow in this order: p53ts 32C tox | IkB signaling | p53ts 39C tox | Peg3 imprint
CCCC(=O)NCC1(N(C)C)CCCCC1
  -3% | -0.4% | 11% | -4%[10.9 µM]
COc1ccc(NC(=O)c2c(C)oc3ccc(O)c(CN4CCCC4)c23)cc1Cl
  2% | u | -12% | -12%[10.9 µM]
CCOC(=O)c1nn(-c2ccc3c(c2)CCN3C(C)=O)cc1O
  5µM* | 0.1% | 4µM* | -64%[inhibitor]
CN(C)CCNC(=O)c1ccc(CS(=O)(=O)c2ccc(Br)cc2)o1
  -5% | -3.1% | 8% | -16%
CCS(=O)(=O)n1nc(-c2ccc(C)cc2)nc1N
  10% | -0.7% | -1% | 3%
CC(=O)Nc1cccc(NC(=O)CSc2nnnn2Cc2ccccc2)c1
  -3% | 8.5% | -7% | -10%
Cn1c(=O)c(=O)n(C)c2cc(S(=O)(=O)N3CCC(N4CCCCC4)CC3)ccc21
  -14% | 1.0% | 1% | -2%
COc1ccc2[nH]cc(CCNc3nc(-c4ccoc4)nc4ccccc34)c2c1
  4% | -5.9%[11.4 µM] | -13% | -11%
O=C(NCCO)c1c(O)c2cccc3c2n(c1=O)CC3
  -8% | 2.8% | -11% | -3%
COC(=O)c1ccc(C23CC4(C2)[C@H](CN(CC2CCCCC2)[C@@H]4c2ccccc2)C3c2ccc(Cl)nc2)cc1 (stereo partly specified)
  8% | x | 0% | -4%

Continuation.
Results follow in this order: p53ts 32C tox | IkB signaling | p53ts 39C tox | Peg3 imprint
O=c1c2ccccc2ncn1Cc1nc2ccccc2s1
  -1% | -2.5% | 3% | -10%
Cc1cc(C)c2cc(C(c3nnnn3C3CCCC3)N3CCOCC3)c(=O)[nH]c2c1 (stereo unspecified)
  0% | -1.2% | -9% | x
COc1cc(C(=S)N(C)C)ccc1O
  2% | -0.8% | 6% | 0%
COCCn1cc(C(=O)N2CCCC(C)C2)c2c3ccccc3n(C)c2c1=O (stereo unspecified)
  18% | -2.1% | -9% | -3%
CN(C)CCCn1c(-c2ccc(Cl)cc2)csc1=Nc1ccccc1
  -4% | u | -9% | -6%[10.9 µM]
COCCNC(=O)c1ccc2c(c1)N=C(C)c1cc(C)ccc1S2
  -2% | u | -7% | -22%[10.9 µM]
CCOC(=O)c1ccc(N2CCN(c3cc(C)ccc3C)CC2)c(NC(=O)Nc2ccccc2)c1
  4% | -0.1% | u | -17%[10.9 µM]
CC(C)(O)C#CC#CCN1CCOCC1
  -9% | -0.5% | 9% | 3%
O=C(c1ccc2c(c1)OCO2)N1CCc2ccccc2C1
  u | 7.4% | u | -42%[inhibitor]
O=C(Cn1nc(Cc2cccnc2)c2ccccc2c1=O)NCCCN1CCCC1=O
  14% | 0.4% | 4% | -4%
COCCCn1c(SCC(=O)N2CCCC(C)C2)nnc1-c1ccco1 (stereo unspecified)
  5% | -0.7% | -5% | -5%

Bioassay records (PubChem)

Outcome played no part in choosing rows, and some 1.7% of all compounds hit somewhere here.
